High-throughput results from PubChem.
SKN-1 inh = suppressors of acrylamide-induced Pgst-4::GFP reporter in worms, primary screen, SKN-1 inhibitor project, whole organism, uHTS, GFP/RFP fluorescence ratio, strain VP596. C. elegans VP596 Pgst-4::GFP/RFP ratio, 24 h. inhibition, % at 21.8 µM. 360,000 tested, 0.49% active;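 active means interference check ratio from 0.5 to 1.5 plus GFP to RFP signal ratio inhibition reaching or exceeding a fixed threshold, cut at about 30% in these data, passing the limit was not always enough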; further: some compounds called inactive have numbers as strong as hits
SUMO1 PPI mod = modulators of SUMO1 protein-protein interactions, primary screen, biochemical, uHTS; Small ubiquitin-related modifier 1 (Homo sapiens), P63165; SUMO1 binding to a labelled peptide, TR-FRET, 1 h; AID 602429, 2012; 360,000 tested, 0.33% active; inhibition, % at 20 µM; in the data active means inhibition above about 37%
STEP block = STEP phosphatase inhibitors, primary screen, biochemical, fluorescence intensity, uHTS; recombinant STEP, OMFP fluorogenic substrate; inhibition, % at 20 µM; 360,000 tested, 0.25% active; AID 588621, 2011;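 active means inhibition at 20 µM, scaled per plate between control wells, above about 37%, limit read from the data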;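 further: 0% = DMSO with enzyme and substrate and 100% = substrate only without enzyme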
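Assay system: isolated STEP enzyme / Timing: 20 min at room temperature, dark / Doses: 20 µM, 1% DMSO / Technique: fluorescence intensity, excitation 480 nm, emission 540 nm / Reagent: fluorogenic phosphatase substrate OMFP at 25 µM final / Measure: percent inhibition scaled to no-enzyme and uninhibited-enzyme controls, plate-pattern corrected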
LMPTP block = LMPTP phosphatase inhibitors, primary screen, biochemical, fluorescence intensity, uHTS. 360,000 tested, 0.22% active. Low molecular weight phosphotyrosine protein phosphatase (Homo sapiens), P24666. inhibition, % at 20 µM. recombinant LMPTP-A, OMFP fluorogenic substrate;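 active means compounds that cut the enzyme signal by at least half of the control window in the single-dose screen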;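 further: plate controls were DMSO wells with enzyme plus substrate for no effect and substrate without enzyme for full effect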
Target sequence (P24666 whole entry, looked up): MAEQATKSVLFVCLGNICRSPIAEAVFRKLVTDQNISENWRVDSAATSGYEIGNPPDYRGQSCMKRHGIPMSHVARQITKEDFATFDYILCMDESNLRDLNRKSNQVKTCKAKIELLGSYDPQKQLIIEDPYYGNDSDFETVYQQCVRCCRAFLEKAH
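Assay system: LMPTP-A enzyme. Input: 0.625 nM LMPTP-A final. Probe or stimulus: 400 µM OMFP. Compound dosing: single 20 µM dose. Schedule: 50 min dark incubation at room temperature. Detection: fluorescence intensity of OMFP turnover product. Read-out: percent inhibition versus substrate-only and uninhibited controls. Benchmarks: no-enzyme low control, uninhibited high control.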
Scp1 inh = Scp-1 phosphatase inhibitors, primary screen, biochemical, colorimetric, uHTS; 340,000 tested, 0.88% active; Carboxy-terminal domain RNA polymerase II polypeptide A small phosphatase 1 (Homo …; AID 493091, 2011; Recombinant Scp1, phosphopeptide, malachite green phosphate absorbance; inhibition, % at 20 µM;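 active means inhibition above about 50% at 20 µM, limit read from the data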;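 further: plate controls were DMSO wells with enzyme for no effect and wells lacking enzyme for full effect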
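Test system: SCP-1 phosphatase catalytic domain, residues 76-261 | Compound dosing: One concentration, 20 µM, with 1.0% DMSO | Schedule: 45 min room-temperature reaction, 5 min colour, 30 min stabiliser | Detection: Absorbance at 630 nm | Read-out basis: % inhibition of SCP-1 phosphate liberation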
NadD block = inhibitors of S. aureus NadD, primary screen, biochemical, colorimetric, uHTS; Nicotinate-nucleotide adenylyltransferase NadD (Staphylococcus aureus N315); purified NadD enzyme, colorimetric absorbance read-out; inhibition, % at 20 µM; AID 602399, 2012; 360,000 tested, 0.78% active; in the data active means inhibition above about 26%; further: some compounds past the cut are filed as inactive
CendR NRP1 mod = modulators of CendR peptide binding to NRP-1, primary screen, biochemical, fluorescence polarization, uHTS. AID 602438, 2012. Neuropilin-1 (Homo sapiens), O14786. inhibition, % at 25 µM. FAM-RPARPAR peptide binding to NRP-1. 360,000 tested, 0.85% active;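 active means inhibition or corrected inhibition above about 18%, plus a signal ratio from 0.5 to 1.5, limit read from the data, passing the limit was not always enough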; further: strong numbers were not always called active
Target sequence (O14786 whole entry, looked up): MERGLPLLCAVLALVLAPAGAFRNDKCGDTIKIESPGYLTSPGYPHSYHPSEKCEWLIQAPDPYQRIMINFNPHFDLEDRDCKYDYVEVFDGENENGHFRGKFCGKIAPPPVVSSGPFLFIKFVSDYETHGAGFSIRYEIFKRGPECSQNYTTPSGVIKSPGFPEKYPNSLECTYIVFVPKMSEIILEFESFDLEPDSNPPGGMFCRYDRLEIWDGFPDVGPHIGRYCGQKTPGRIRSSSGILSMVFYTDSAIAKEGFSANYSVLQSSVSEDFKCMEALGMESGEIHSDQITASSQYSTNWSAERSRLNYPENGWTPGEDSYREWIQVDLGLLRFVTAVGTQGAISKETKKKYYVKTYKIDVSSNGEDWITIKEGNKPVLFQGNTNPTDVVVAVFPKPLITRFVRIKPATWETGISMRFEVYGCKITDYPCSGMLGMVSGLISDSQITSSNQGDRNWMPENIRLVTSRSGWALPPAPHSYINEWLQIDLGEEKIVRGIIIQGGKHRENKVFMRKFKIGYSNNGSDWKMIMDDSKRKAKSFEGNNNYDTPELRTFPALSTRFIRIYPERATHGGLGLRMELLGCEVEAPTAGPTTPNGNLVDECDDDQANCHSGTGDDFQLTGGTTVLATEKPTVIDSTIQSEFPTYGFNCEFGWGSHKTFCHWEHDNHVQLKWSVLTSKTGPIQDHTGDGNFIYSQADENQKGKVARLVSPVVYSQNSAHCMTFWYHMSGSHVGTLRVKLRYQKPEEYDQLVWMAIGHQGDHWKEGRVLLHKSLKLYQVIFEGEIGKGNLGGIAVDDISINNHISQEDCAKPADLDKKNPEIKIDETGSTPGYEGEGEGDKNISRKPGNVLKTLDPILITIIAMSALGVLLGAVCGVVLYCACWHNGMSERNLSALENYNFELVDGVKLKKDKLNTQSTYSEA
MT1-MMP act inh = blockers of MT1-MMP proenzyme processing, primary screen, HT1080 RFP-PRO-GFP cells, GFP/RFP fluorescence. Matrix metalloproteinase-14 (Homo sapiens), P50281. GFP/RFP ratio fluorescence, overnight; percent of plate control window, DMSO zero. GFP/RFP ratio change, % at 20 µM. 360,000 tested, 0.061% active. AID 651647, 2012;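 active means GFP/RFP ratio change of at least 30% with cell ATP level not reduced by more than half and red fluorescence within 50% of control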; further: strong numbers were not always called active
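Assay system: HT1080 RFP-PRO-GFP cells | Dosing: 20 µM single dose, 1% DMSO | Incubation: Cells overnight before dosing, compound overnight, 37 °C, 5% CO2 | Evaluation: GFP/RFP fluorescence ratio | Control set: DMSO-only wells and HT1080 RFP-L50D-GFP cell wells as references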
Rpn11 inh = Rpn11 (PSMD14) deubiquitinase inhibitors, primary screen, biochemical, fluorescence polarization, uHTS; 360,000 tested, 0.59% active; human 26S proteasome, Ub4-pepOG fluorescence polarization; 20S core pre-blocked with epoxomicin; calls only at 20 µM; 26S proteasome non-ATPase regulatory subunit 14 (Homo sapiens), O00487;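 active means inhibition at 20 µM, scaled to each plate's controls, above about 33%, limit read from the data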
DNMT1 inh = human DNMT1 methyltransferase inhibitors, primary screen, biochemical, molecular beacon, fluorescence, HinP1I cleavage, uHTS | DNA (cytosine-5)-methyltransferase 1 (Homo sapiens), P26358 | inhibition (reported as % activation of signal), % at 10 µM | 360,000 tested, 0.83% active | AID 588458, 2011; in the data active means inhibition above about 50%
* hit, by the source's call; i = inactive; . = no result given; + = active, no number.

| mol | SKN-1 inh | SUMO1 PPI mod | STEP block | LMPTP block | Scp1 inh | NadD block | CendR NRP1 mod | MT1-MMP act inh | Rpn11 inh | DNMT1 inh |
| --- | --- | --- | --- | --- | --- | --- | --- | --- | --- | --- |
| CC12CC3(C)CC(C)(C1)CC(C(=O)NC(=S)NC(C)(C)C)(C2)C3 | -1 | -3 | 3 | 0.1 | 5 | 3 | 20 | -7 | i | 11 |
| O=C(Nc1ccc(N2CCOCC2)c(Cl)c1)c1ccc([N+](=O)[O-])o1 | 6 | -14 | -1 | 0.6 | -6 | -1 | 9 | 6 | i | 0 |
| CC1=C(c2ccccc2)CCC1=O | 5 | -5 | -3 | -2.9 | -5 | 0 | 11 | -4 | i | 3 |
| O=C(Nc1ccc2[nH]c(=O)[nH]c2c1)c1ccc(Cl)c(Cl)c1 | 6 | -1 | 2 | 2.6 | -7 | -3 | 3 | 3 | i | 5 |
| COC(=O)c1ccccc1NC(=O)CSc1nc(O)c(-c2ccccc2)c(=O)[nH]1 | -7 | -3 | -3 | 0.6 | -6 | 0 | -10 | 0 | i | 9 |
| CS(=O)(=O)C1=NSC2=NC(=O)/C(=C\c3ccc(OC(=O)c4ccco4)c(Br)c3)C(=N)N21 | 6 | -4 | 1 | -0.1 | -5 | 6 | -231 | -58 | + | 2 |
| Cc1ccc(C(=O)N/N=C\c2sccc2C)cn1 | -2 | -7 | 3 | -0.4 | -1 | 2 | 1 | 2 | i | -1 |
| COc1ccccc1NS(=O)(=O)c1ccc(C(=O)NCC(c2cccs2)N2CCOCC2)cc1 (stereo not given) | -4 | -1 | 0 | -1.0 | -3 | -1 | -3 | 2 | i | 0 |
| CC(C)NC(=O)NC(=O)COC(=O)c1ccc(S(=O)(=O)NCc2ccco2)cc1 | -3 | 4 | 0 | -0.7 | 7 | -1 | 10 | -2 | i | 9 |
| Fc1ccc2[nH]c3c(c2c1)CN(C(=S)NCc1ccccc1)CC3 | 2 | 10 | 5 | 2.1 | -7 | -8 | 18 | 12 | i | -8 |
| COc1cc(CNC(=O)Nc2nnc([C@@H]3C[C@H](O)[C@@H](CO)O3)s2)cc(OC)c1OC | 7 | 1 | 7 | -2.1 | . | -2 | -10 | 0 | i | 4 |
| COc1cccc(-n2c(SCC(=O)Nc3cc(C)on3)nc3c([nH]c4ccccc43)c2=O)c1 | 6 | 0 | -1 | 2.6 | -5 | 0 | -1 | -6 | i | -3 |
| CC(C)CCNC(=O)/C=C/c1ccc(Br)cc1 | 17 | -9 | 0 | 0.7 | -11 | -2 | -2 | -14 | i | -2 |
| Oc1c(CN2CCCC2)cc(COCc2ccccc2)c2cccnc12 | 7 | -11 | 4 | -0.5 | -14 | 6 | -5 | 0 | + | -5 |
| CC(C)C(O)(C#CCN1CCCC1)c1ccccc1 (stereo not given) | 23 | -3 | 0 | -0.6 | -2 | -7 | 3 | -7 | i | 3 |
| O=C(Nc1ccccc1OC(F)F)c1oc2ccccc2c1COc1ccccc1 | -3 | 10 | -1 | 1.1 | 4 | 7 | 4 | 1 | i | 6 |
| CCC(NS(=O)(=O)c1ccc(C)cc1)C(=O)N1CCC2(O)CCCCC2C1 (stereo not given) | 7 | 2 | -1 | -2.3 | -2 | 1 | 3 | 8 | i | 0 |
| COc1cc(C(=O)NCC2CCCCC2)ccc1OCc1c(C)noc1C | 10 | 4 | 1 | 0.1 | -7 | -6 | 6 | 1 | i | 0 |
| C[N+]1(CC(=O)Nc2ccc(F)cc2)CCN(C(=O)c2ccco2)CC1 | -2 | 3 | 1 | 1.3 | 10 | 7 | 5 | -4 | i | 2 |
| O=C(CCC(=O)Nc1ccccc1)NNS(=O)(=O)c1ccc(Cl)cc1 | 6 | -9 | -3 | 0.4 | -2 | 11 | 3 | -4 | i | 0 |
| O=C(Nc1ccc(SC(F)F)cc1)C1CC(=O)N(Cc2ccccc2)C1 (stereo not given) | -5 | 2 | 2 | 0.4 | -12 | 1 | 11 | 5 | i | -3 |
| CCCCC(CC)C(=O)Oc1ccc(O)c(C(C)(C)C)c1 (stereo not given) | 4 | -2 | 2 | 1.4 | -3 | -7 | 7 | 3 | i | 3 |
| N#Cc1c(NC(=O)CSc2nc(-c3ccccc3)cc(C(F)(F)F)n2)sc2c1CCC2 | 1 | 4 | 1 | 2.4 | -2 | 8 | -6 | 1 | i | 6 |
| O=C1CCCN1CC(O)CS(=O)(=O)c1ccccc1 (stereo not given) | 4 | 1 | 3 | -0.5 | -5 | -5 | -1 | 0 | i | 1 |
| Cc1cc2ccccc2cc1CN1CCOCC1 | 11 | -2 | 1 | -1.7 | -5 | -2 | -5 | 4 | i | 58* |
| C=CCc1ccc(OCCN2CCc3ccccc3C2)c(OC)c1 | 2 | 1 | 0 | 0.9 | -3 | -9 | 5 | 5 | i | -2 |
| OC(COc1ccc2c(c1)OCO2)CN1CCCCC1 (stereo not given) | 6 | -2 | -4 | -0.7 | 2 | 0 | -14 | -3 | i | 0 |
| COc1ccc(/C=C/C(=O)Nc2nonc2NC(C)=O)cc1 | 9 | -7 | -1 | -1.2 | -2 | -2 | 2 | 6 | i | 6 |
| N=C1/C(=C\c2ccc(-c3cc(Cl)cc(Cl)c3)o2)C(=O)N=C2SC=C(c3ccccc3)N12 | 13 | 1 | 4 | 0.5 | -8 | 5 | -29 | 8 | i | -6 |
| COc1cc(/C=N/NC(=O)c2sc3nc(C)cc(C)c3c2N)ccc1O | -3 | -11 | 0 | 2.0 | -7 | -10 | 1 | 1 | i | -9 |
| CCCCC1=CC2=CC(=O)C(C)(OC(=O)CC)C(=O)C2=CN1Cc1ccc(OC)cc1 (stereo not given) | 17 | -19 | 4 | 4.0 | -1 | 14 | 35* | -5 | i | -14 |
| O=C(NC1CCCCNC1=O)c1ccccc1 (stereo not given) | 7 | 5 | -2 | -0.1 | -4 | 2 | -3 | -1 | i | -3 |
| COc1cc2c3c(c1)C(C)=CC(C)(C)N3C(=O)C2=O | -4 | -11 | -2 | 0.5 | -7 | -3 | -2 | 3 | i | 0 |
| CC(C)NC(=S)N=Nc1c(O)[nH]c2ccc([N+](=O)[O-])cc12 | 0 | 14 | 2 | 8.7 | -9 | 0 | -7 | 7 | i | -12 |
| Cc1cc(C)c(OCCCn2ccnc2)c(C)c1 | -5 | 3 | 2 | -1.0 | -5 | 1 | -3 | 1 | i | 0 |
| CCC(C)NC(=O)c1ccc2c(SCC(=O)O)c3c(nc2c1)CCCC3 (stereo not given) | -4 | -6 | 0 | -0.6 | -5 | 3 | -11 | 0 | i | -2 |
| CN(Cc1ccccc1)c1nc(-c2ccc([N+](=O)[O-])cc2)nc2ccccc12 | 6 | -3 | -4 | 2.8 | 8 | 12 | 5 | -3 | i | 0 |
| O=C(CN1CCOCC1)Nc1ccc(N2CCN(c3ccccc3)CC2)c(F)c1 | 3 | -5 | 1 | -1.4 | 2 | 3 | 13 | 1 | i | 0 |
| O=C1CSC(c2ccccn2)N1c1ccc2ccccc2c1 (stereo not given) | 27 | -4 | 4 | -0.2 | -5 | 7 | 6 | -5 | i | 1 |
| FC(F)(F)c1cc(CCN2C(=S)NC[C@@H]2Cc2ccccc2)cc(C(F)(F)F)c1 | 0 | 2 | 1 | 2.7 | 0 | 3 | -3 | 1 | i | -9 |
| CCOc1cc(C(c2c(C)[nH][nH]c2=O)c2c(C)[nH][nH]c2=O)ccc1O | 5 | -11 | -4 | 1.5 | -3 | 4 | -6 | -2 | i | -18 |
| O=C(c1ccco1)N1CCN(Cc2nc3ccc([N+](=O)[O-])cc3c(=O)n2-c2ccccc2F)CC1 | 1 | -19 | 1 | -0.4 | -7 | 1 | 7 | 3 | i | -4 |
| CCOC(=O)[C@H](CCc1ccccc1)N[C@H]1CCc2ccccc2N(CC(=O)O)C1=O | 4 | 5 | 0 | -1.2 | -12 | -1 | 1 | 0 | i | 1 |
| Cc1nc2c(OCc3ccc(C(F)(F)F)cc3)cccn2c1N(C)C(=O)CCC1CCCC1 | 1 | 1 | 2 | 6.8 | . | -1 | 3 | 2 | i | -7 |
| Cc1ccc(N(C(=O)C2CCC(=O)N2)C2(C(=O)NC3CCCC3)CCCCC2)cc1 (stereo not given) | 2 | -2 | -4 | -2.7 | -6 | -4 | 4 | 0 | i | 3 |
| O=C(c1ccc2c(c1)OCO2)N1CCCC(c2ccccc2)C1 (stereo not given) | -3 | 2 | -2 | 0.2 | -8 | 3 | 12 | 7 | i | 1 |
| CN(C)c1ccc(/C=C(/NC(=O)c2ccccc2Cl)C(=O)NCCN2CCOCC2)cc1 | 9 | -7 | -4 | 0.4 | 0 | -3 | -5 | . | i | 5 |
| Cc1ccc(NC(=O)c2cc(S(=O)(=O)N3CCCCC3)c[nH]2)cc1C | -2 | -2 | 0 | -0.1 | -13 | -2 | -5 | 0 | i | -1 |
| Cc1cccc2c(N=O)c(O)[nH]c12 | -8 | -3 | 1 | -6.2 | -11 | 0 | -9 | -5 | i | -2 |
| CSc1nc2c(c(=O)[nH]1)C(c1cccc(Cl)c1)CC(=O)N2 (stereo not given) | -4 | 1 | 4 | -1.7 | 1 | -10 | -8 | 0 | i | 1 |
| Cc1ccc(NC(=O)CCc2nc3sc4c(c3c(=O)[nH]2)CCCC4)nc1 | -3 | 21 | 3 | 6.4 | 62* | 11 | -59 | -10 | + | 50* |
| Cc1onc(-c2c(Cl)cccc2Cl)c1C(=O)ONC(=O)c1ccccc1 | 10 | -3 | -1 | -0.7 | -19 | -2 | -18 | 0 | i | 1 |
